# Compound activity: PubChem BioAssay, several laboratories
# KLF5 inhibitor = inhibitors of KLF5 expression | actives 0.23% (n = 290,000) | AID 1700 | inhibition, % at 5 µM | DLD-1 KLF5 promoter-luciferase reporter, luminescence;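 active means inhibition above a per-plate limit of that plate's mean compound inhibition plus 3 SD, cut at about 60% in these data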;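 further: 0% = DMSO wells and 100% = LY294002 at 200 µM; higher means less KLF5 promoter-driven luciferase light; inactives centre near -14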
# HSF1 inhib = HSF1 inhibition. NIH3T3-HGL HSE-luciferase, MG132-induced, luminescence 8 h; hits give low values. activity change, negative = inhibition, % at 7.5 µM (by protocol). actives 0.77% (n = 300,000). AID 2098;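 active means more than half of replicate wells show activity change below -50%, luminescence cut by over half; inconclusive means some wells, but at most half, below -50%; inactive means no replicate well below -50%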;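 further: luciferase reports HSF-1 transcriptional activity via heat shock element; 0% = median of DMSO wells and -100% = zero luminescence signal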
# HIF activator = HIF pathway transcriptional activation; actives 0.32% (n = 300,000); activation, % at 7.5 µM (by protocol); U2OS HRE-luciferase reporter, luminescence; normalized: DMSO 0%, desferrioxamine 100%; AID 1910;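 active means mean activation of at least 10% of the iron chelator positive control signal, with at least half of replicates also reaching 10%; inconclusive means mean and replicate majority disagree about reaching 10%; inactive means mean and most replicates under 10%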
# AI-2 QS modul = modulates the Vibrio harveyi AI-2 quorum sensing system. Vibrio harveyi JMH597 AI-2 luminescence/OD600 ratio, 9 h; hits give low values; strain lacks LuxN and CqsS sensors; 0 = neutral-control median. activity change, % at 7.5 µM. actives 0.4% (n = 300,000). AID 2094; in the data active means activity change below about -75%, passing the limit was not always enough; inconclusive means no clear call, values can overlap the other calls;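 further: luminescence divided by OD600 gain over 9 h not by final OD600 alone; inactives centre near 13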
# SKKanGAS inh = SKKanGAS growth inhibition. S. pyogenes SKKanGAS, kanamycin growth, BacTiter-Glo, 6 h. inhibition, % at 7.5 µM. actives 1.3% (n = 300,000);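 active means mean replicate score, as percent of positive control median, at least 50; inconclusive means mean below 50 but one replicate at or above 50; inactive means mean and every replicate below 50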;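 further: strain carries kanamycin resistance gene driven by streptokinase promoter and grows in 40 µg/ml kanamycin; loss of luminescence reflects streptokinase promoter inhibition or plain growth inhibition; 0% = median of DMSO wells and 100% = positive control at its reference dose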
# aSyn 5UTR inh = 5' untranslated region of α-synuclein, MLPCN primary screen | alpha-synuclein 5'UTR reporter, inhibitor activity | inhibition, % (tested at 7.5 µM) | actives 0.82% (n = 300,000) | AID 1813; in the data active means inhibition above about 60%; inconclusive means no clear call, values can overlap the other calls;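 further: H4 neuroglioblastoma cells stably carrying SNCA 5'UTR luciferase fusion; 0% = DMSO wells and 100% = positive control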
# IEC-6 tox = counter-screen for KLF5 inhibitors: cytotoxicity in IEC-6 cells | AID 1825 | actives 0.78% (n = 290,000) | IEC-6 cytotoxicity, luminescence viability | inhibition, % at 5 µM; in the data active means inhibition above about 22%;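 further: 0% = plate median of test compound wells and 100% = cytotoxic reference compound wells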
# HSF1 activator = increases HSF-1 driven luciferase reporter signal; NIH3T3-HGL HSF-1 luciferase reporter, MG132, 8 h; 100% = twice DMSO control signal; activation, % at 9 µM; actives 1.7% (n = 300,000); AID 504408;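 active means mean replicate activation of at least 50% with a set share of replicates each reaching 50%; inconclusive means only one of those two conditions met; inactive means mean below 50% and too few replicates reaching it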;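 further: 0% = median of the neutral control wells and 100% = twice that signal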
# HSP90 inh = blocks HSP90-mediated luciferase refolding in reticulocyte lysate. Rabbit reticulocyte lysate, luciferase refolding luminescence, 3 h. inhibition, % at 5.6 µM. actives 0.91% (n = 290,000);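 active means inhibition above the screen-wide mean plus 3 SD, computed separately per campaign, cut at about 16% in these data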;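 further: 0% = DMSO wells and 100% = 60 µM geldanamycin wells; inhibitors lower the luminescence because luciferase stays unfolded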
# Platelet DG rel = modulates dense granule release in human platelets; human platelet-rich plasma, SFLLRN dense granule ATP release, luminescence; inhibition, %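 (compounds screened at 7.5 µM in platelet-rich plasma)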; actives 0.22% (n = 300,000); AID 1663;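 active means mean replicate score, as percent of positive control, at or above 50; inconclusive means mean below 50 but at least one replicate at or above 50; inactive means mean and every replicate below 50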
# Starred values were filed as active, the others as inactive; ? = inconclusive; . = not tested or not shown. Compounds were not picked by outcome; 6% or so of the library scored in one or more.
SMILES,KLF5 inhibitor,HSF1 inhib,HIF activator,AI-2 QS modul,SKKanGAS inh,aSyn 5UTR inh,IEC-6 tox,HSF1 activator,HSP90 inh,Platelet DG rel
CCc1ccc(NC(=O)c2[nH]c(C)c(C(C)=O)c2C)cc1,-189,12,1.5,12,2,-223,2,22,-1,-10
O=C1NC(c2ccccc2)=C(c2nc3ccccc3s2)C(c2ccccc2)N1 (centres undefined),28,-1,-0.6,28,19,43,8,9,4,-2
CCc1ccc(N=C2NC(=O)/C(=C/c3cc(OC)c(O)c(OC)c3)S2)cc1,-40,-1,-0.8,11,59*,15,-4,7,-4,1
C=C(C)CSc1nnc2[nH]c(=O)cc(N)n12,-11,-4,-0.1,17,7,9,-3,-2,-1,1
COc1ccccc1-c1cc(=O)c2c(O)ccc([N+](=O)[O-])c2o1,.,3,-0.5,-9,70*,-47,.,-6,.,-3
COc1ccc(N2CC(C(=O)NCc3ccccc3)CC2=O)cc1 (centres undefined),11,-1,-0.2,4,-2,9,2,-3,6,?
Cc1cc(C)c(C)c(S(=O)(=O)N2CCN(C(=O)C3CCC3)CC2)c1C,.,-7,0.4,8,-5,12,.,-12,.,4
CSc1ccc(S(=O)(=O)NC2CCCCC2)cc1,-50,0,0.0,9,0,23,-2,11,1,1
CCCc1cc(NCc2ccccn2)n2nc(C)c(-c3ccccc3)c2n1,-37,-7,0.3,.,94*,-8,47*,4,3,-4
CCOCc1nnc(NC(=O)COc2ccc3c(c2)OCO3)s1,-14,-1,-38,.,5,-17,-2,16,-2,0
O=C(Nc1cccc(F)c1)c1cccnc1N1CCOCC1,-12,3,-0.1,13,8,0,-3,1,5,-3
Cc1ccc(-c2[nH]ncc2CN2CCN(C(=O)c3cccs3)CC2)cc1C,-30,2,-0.2,29,0,12,2,16,-5,-11
COc1cccc(NC(=O)c2cnc[nH]2)c1,-22,0,1.5,-18,1,-33,5,0,1,2
CC1(C)CC2CC(C)(CN2C(=O)COC(=O)c2ccc(Cl)c(N)c2)C1 (centres undefined),-10,5,-0.1,-9,-4,-15,2,11,3,-4
Cc1cc(N2CCN(c3ccccc3)CC2)nc(-c2ccccc2O)n1,-17,1,-0.4,26,9,-7,-3,11,1,-3
Cc1ccccc1C(=O)c1c[nH]c(C(=O)N2CCN(c3ccccc3F)CC2)c1,11,-17,-0.4,21,5,17,2,-28,3,-1
CSc1nsc(/C=C/Nc2ccc(C(=O)O)cc2)c1C#N,10,-1,-0.1,23,39,-4,-6,38,5,-2
COCCCNc1oc(-c2ccccc2F)nc1C#N,-33,7,2.2,11,8,-84,5,22,-1,-13
Cc1nn(-c2ccccc2)c2[nH]c(=O)c(CNc3ccc4c(c3)OCCO4)cc12,2,?,0.8,33,9,18,2,-52,7,2
COc1ccc(-n2nc3c(=O)[nH][nH]c3cc2=O)cc1,-7,-9,-0.5,24,3,2,-18,-3,0,2
Cc1[nH]nc(N=CC2=C(O)CC(C)(C)CC2=O)c1-c1ccc(Cl)cc1,-42,19,1.3,22,2,-45,-1,30,3,1
Cc1cc(C=O)c(C)n1-c1ccc(Cl)c(C(=O)O)c1,-20,-22,0.2,-7,3,-21,-4,-39,0,-1
CCOc1ccc(NC(=S)N(CCOC)C2CCN(C(C)C)CC2)cc1,-46,-33,-1.4,9,-5,5,3,-49,0,4
Cn1c(NC(=O)CCC2CCCCC2)cc(=O)n(C)c1=O,-173,36,2.9,12,0,-63,10,55*,-2,20
Cc1ccc(CC(=O)Nc2nnc(-c3ccc(F)cc3)o2)c(C)c1,-14,2,0.3,31,5,0,-2,12,1,-1
CSCC(=O)N1CCC(n2nccc2NC(=O)c2ccc3c(c2)OCO3)CC1,-60,10,1.8,9,-4,-110,-5,14,-2,0
O=CN1CCN(C(=O)c2ccccc2F)CC1,-33,1,-0.6,8,0,1,-5,2,-7,1
CCOC(=O)Nc1ccc(S(=O)(=O)N2CCC(C)CC2)cc1,-18,-4,0.2,-30,0,16,1,-9,-3,0
CC1CCN(C(=O)c2ccccc2NS(=O)(=O)c2ccccc2)CC1,-19,1,0.7,12,-3,-10,0,14,3,9
CSc1ccc(/C=N/NC(=O)CN2CCN(Cc3ccc(Cl)cc3)CC2)cc1,-4,-4,0.0,3,7,13,2,6,1,-5
N/C(=N\OC(=O)COc1ccc2ccccc2c1)c1cccnc1,-8,8,0.3,-90*,-16,-17,6,6,2,8
O=C(Nc1ccccc1Cl)NC1(C(=O)NCc2cccnc2)CCCCC1,-17,-6,-0.7,-14,-2,-20,2,-25,2,-7
COCCCNC(=S)N1CCCN(c2nc3c(C)c(C)ccc3cc2C#N)CC1,4,-8,-0.3,-13,2,24,2,12,-2,-5
O=C(CCCc1ccccc1)Nc1ccnn1C1CCN(Cc2ccccc2F)CC1,-10,-19,0.2,54,-4,7,-7,-34,4,-3
O=C(CCSc1nnc(-c2ccncc2)o1)Nc1cccc2ccccc12,8,1,0.2,14,-6,-8,5,-10,1,0
Cc1cccc(NC(=O)CSc2nnc(-c3ccco3)c(-c3ccco3)n2)c1C,-24,57,-0.3,9,6,-1,-19,89*,3,3
Cc1nn(CC(=O)NNC(=O)c2cccc(Br)c2)c(C)c1[N+](=O)[O-],1,-8,0.0,3,3,7,3,-5,1,-3
Cc1nc2nc(-c3cccs3)[nH]c2cc1Br,.,29,5.0,0,18,-149,.,63*,.,20
CCN1CCc2c(sc(NC(=S)NC(=O)c3ccco3)c2C(N)=O)C1,18,0,0.8,22,4,-14,-3,34,3,-5
CCOC(CCn1c(SCc2cccc([N+](=O)[O-])c2)nc2ccccc2c1=O)OCC,-11,7,0.2,28,5,20,-6,20,-2,-3

# Reprinted from the part before: 7 entries; new compounds follow.
SMILES,KLF5 inhibitor,HSF1 inhib,HIF activator,AI-2 QS modul,SKKanGAS inh,aSyn 5UTR inh,IEC-6 tox,HSF1 activator,HSP90 inh,Platelet DG rel
O=C(CCCc1ccccc1)Nc1ccnn1C1CCN(Cc2ccccc2F)CC1,-10,-19,0.2,54,-4,7,-7,-34,4,-3
O=C(CCSc1nnc(-c2ccncc2)o1)Nc1cccc2ccccc12,8,1,0.2,14,-6,-8,5,-10,1,0
Cc1cccc(NC(=O)CSc2nnc(-c3ccco3)c(-c3ccco3)n2)c1C,-24,57,-0.3,9,6,-1,-19,89*,3,3
Cc1nn(CC(=O)NNC(=O)c2cccc(Br)c2)c(C)c1[N+](=O)[O-],1,-8,0.0,3,3,7,3,-5,1,-3
Cc1nc2nc(-c3cccs3)[nH]c2cc1Br,.,29,5.0,0,18,-149,.,63*,.,20
CCN1CCc2c(sc(NC(=S)NC(=O)c3ccco3)c2C(N)=O)C1,18,0,0.8,22,4,-14,-3,34,3,-5
CCOC(CCn1c(SCc2cccc([N+](=O)[O-])c2)nc2ccccc2c1=O)OCC,-11,7,0.2,28,5,20,-6,20,-2,-3
CCOc1cc(CNn2c(C)nnc2SCC(=O)NC(C)(C)C)ccc1OCC(=O)NC(C)(C)C,-18,16,0.0,-14,-10,-5,3,35,1,-3
Cc1cccc2cc3c(N)c(C#N)sc3nc12,-7,-54*,-0.5,17,2,84*,5,-63,0,0
COc1ccc(NC(=O)C(=O)N/N=C\c2ccc(CNC(=O)C(=O)Nc3ccc(C)c(C)c3)o2)c(OC)c1,-34,-4,-0.5,6,4,88*,-1,-5,-1,0
CCOc1ccc(N2C(=O)CC(NCC#N)C2=O)cc1 (centres undefined),-33,1,-11,15,-1,13,6,5,5,-5
Cc1c(CC=C(Cl)Cl)c(=O)[nH]c2c(C)cccc12,-14,-2,-0.4,21,-5,7,1,21,4,-4
COC(=O)c1[nH]c2cc(OC)ccc2c1NC(=O)c1c(F)cccc1F,23,-10,0.2,26,-4,6,9,0,1,-1
O=C(Nc1ccccc1Sc1ccccc1)C1CCCO1 (centres undefined),-5,-4,.,25,-7,15,-2,5,-3,-1
Cc1ccc(NC(=O)Cn2ncc3c([nH]c4ccccc43)c2=O)cc1Cl,-5,-6,-0.2,5,-6,6,-4,-7,5,1
O=C(CCSCc1cccc(F)c1)NCc1ccc(F)cc1,-11,3,-0.8,14,-6,-7,-4,-2,-1,8
Cc1cc(C)n(C(=O)CCN2C(=O)c3ccccc3C2=O)n1,-21,4,0.1,14,2,8,-2,36,-1,-3
[C-]#[N+][C@H](O[C@@H]1O[C@H](CO)[C@@H](O)[C@H](O)[C@H]1O)c1ccccc1,.,-6,0.1,-2,1,13,.,1,.,-2
CC1CCc2sc(C(=O)OC(C)C(=O)Nc3ncc(Cl)cc3Cl)cc2C1 (centres undefined),-7,-5,-0.5,18,0,6,5,2,-3,1
Cc1nc(-c2cccc(NC(=O)C3CCCCC3)c2)cs1,-26,-2,-0.7,16,0,32,1,-2,0,-1
O=[N+]([O-])c1cc(-c2ncccn2)c([N+](=O)[O-])s1,2,95,2.0,38,1,-20,5,97*,3,1
COc1cc([N+](=O)[O-])ccc1NC(=O)COC(=O)C=C(C)C,-11,-3,-0.6,-23,-7,11,0,-17,7,37
CCCN1CCn2c3c(c4cc(Br)ccc42)CCCC31 (centres undefined),-48,29,0.3,4,5,-42,0,42,-2,-1
COC(=O)c1cc(S(=O)(=O)N2CCN(Cc3ccccc3)CC2)c[nH]1,4,-1,0.2,14,-7,13,0,3,5,1
N#C/C(=C/c1ccc(-c2cc([N+](=O)[O-])ccc2Cl)o1)C(N)=O,-23,-14,-0.3,10,-1,-6,2,-15,-7,16
Clc1ccc(-c2nc(-c3cnccn3)no2)cc1,-197,24,1.9,19,1,-2,-2,29,-5,10
O=C(O)C1(c2ccccc2)CCN(S(=O)(=O)c2ccc(Cl)s2)CC1,-13,-7,-0.5,-4,4,9,0,6,3,-1
Cn1c(NC(=O)c2cc(Cl)ccc2Cl)cc(=O)n(C)c1=O,-39,-3,-0.2,40,0,18,-8,6,-1,10
